High-throughput results from PubChem BioAssay.
Polio RdRp inh: poliovirus RNA polymerase inhibition. P03300. poliovirus polymerase elongation, fluorescence polarization; hits give low values. actives 0.66% (n = 150,000). % elongation, % (compound at 16.7 µg/mL); in the data active = % elongation below about 90%; note: some results filed as inactive read as strong as hits
Target sequence (P03300 1749-2209 limits assumed): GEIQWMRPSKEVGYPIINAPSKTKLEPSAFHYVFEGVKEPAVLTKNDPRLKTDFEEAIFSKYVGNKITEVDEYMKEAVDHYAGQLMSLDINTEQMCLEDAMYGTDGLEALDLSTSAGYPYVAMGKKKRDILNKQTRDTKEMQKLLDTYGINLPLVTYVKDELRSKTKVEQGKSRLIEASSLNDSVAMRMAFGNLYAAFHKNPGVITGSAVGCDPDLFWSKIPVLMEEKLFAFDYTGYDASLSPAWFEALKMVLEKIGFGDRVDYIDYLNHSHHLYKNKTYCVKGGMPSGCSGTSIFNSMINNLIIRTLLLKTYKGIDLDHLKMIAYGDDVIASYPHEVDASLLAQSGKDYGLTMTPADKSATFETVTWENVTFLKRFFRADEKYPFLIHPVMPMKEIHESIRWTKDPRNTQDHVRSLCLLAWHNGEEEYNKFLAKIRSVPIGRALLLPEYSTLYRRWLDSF
Polio RdRp inh FP z-score: second read-out of Polio RdRp inh, no call of its own (marks repeat the call); z-score; measured here: FP z-score; hits read low
Starred values were filed as active, the others as inactive; & = joins results of further samples. This is a subset (hit frequency here may not be typical).

Sample of the layout, two compounds:
Each structure is followed by: Polio RdRp inh	Polio RdRp inh FP z-score
- O=c1[nH]c2ccccc2c(=O)n1/N=C/c1cc(Cl)cc(Cl)c1O
→ 106.0	0.1
- CS(=O)(=O)n1cc(C(F)(F)F)ccc1=O
→ 105.0	0.5

This part in full, from the first entry:
Each structure is followed by: Polio RdRp inh	Polio RdRp inh FP z-score
- O=c1[nH]c2ccccc2c(=O)n1/N=C/c1cc(Cl)cc(Cl)c1O
→ 106.0	0.1
- CS(=O)(=O)n1cc(C(F)(F)F)ccc1=O
→ 105.0	0.5
- O=C(Nc1noc2ccccc12)c1c(F)cccc1F
→ 123.0	0.6
- COc1ccc(C2=NN(CC(=O)NCC(OC)OC)C(=O)CC2)cc1
→ 101.0	0.1
- CC(=O)O[C@H]1C(=O)[C@@]2(C)C([C@H](OC(=O)c3ccccc3)[C@]3(O)C[C@H](OC(=O)[C@H](O)[C@@H](NC(=O)c4ccccc4)c4ccccc4)C(C)=C1C3(C)C)[C@]1(OC(C)=O)CO[C@@H]1C[C@@H]2O (stereo partly specified)
→ 103.0&102.0&99.0	0.5&0.3&0
- Cc1cc(OCC(=O)NC(C)(C)C)cc(C)c1Cl
→ 99.0	-0.2
- CC(C)NC(=O)NC1C2CC3CC(C2)CC1C3 (stereo unspecified)
→ 101.0	0.2
- O=C(c1ccco1)N1CCN(C(=O)C2CCCN(c3nnc(-n4cccc4)s3)C2)CC1 (stereo unspecified)
→ 99.0	-1.2
- Cc1ccc(NC(=O)NC(C)c2c(-n3cccc3)sc(C)c2C)cc1 (stereo unspecified)
→ 104.0	1
- N#Cc1cc2sc3nc4ccccc4n3c2cc1C#N
→ 101.0	-0.1
- Nc1nonc1NC(=O)CSc1ncccc1C(=O)O
→ 108.0	0.4
- COc1ccc(CCNC(=O)CSc2n[nH]c(-c3ccccc3Cl)n2)cc1OC
→ 98.0	-2.2
- CSC1=N/C(=C\c2ccc(Cl)cc2)C(=O)N1CCc1c[nH]c2ccccc12
→ 104.0	0
- O=C(Cn1c2c(c(-c3ccccc3Cl)cc1=O)CCC2)NC1CC1
→ 103.0	0.5
- COc1ccc(Cn2ccc3nc(C)c(C(=O)Nc4ccc(OC)cc4)cc3c2=O)cc1
→ 114.0	1.6
- COc1ccc(CNC(=O)c2cccc(N3CCCS3(=O)=O)c2)cc1
→ 110.0	0.2
- COc1ccc(S(=O)(=O)N(CCc2ccccc2)CC(=O)Nc2cc(C)ccc2C)cc1
→ 109.0	0.9
- CC1CCC(C(C)C)C(=O)/C1=C/c1ccc(N)cc1 (stereo unspecified)
→ 102.0	0.1
- O=C(NCC12CC3CC(CC(C3)C1)C2)c1nc2ncccn2n1
→ 104.0	0.1
- Cc1cccc(OC(C)c2nc3ccccc3[nH]2)c1 (stereo unspecified)
→ 98.0	-0.2
- Cc1cccn2c(=O)c(/C=C(\C#N)C(=O)NCCc3ccccc3)c(NCCOCCO)nc12
→ 99.0	-1.1
- Cc1nnc(SCC(=O)N2CCC(C)CC2)c2nn(-c3ccccc3)c(C)c12
→ 101.0	-0.3
- O=C(Nc1ccccc1)Nc1ccc(Oc2cccnc2)nc1
→ 102.0	0.2
- CSc1cccc(NC(=O)Cn2c3ncccc3c(=O)n2-c2ccc(C)cc2)c1
→ 113.0	0.5
- O=C(COC(=O)c1n[nH]c2ccccc12)NCC1CCCCC1
→ 102.0	-0.6
- CCCCNC(=O)CC1N=C2c3ccccc3N=C(SCC(=O)NCc3ccccc3Cl)N2C1=O (stereo unspecified)
→ 111.0	-0.2
- CN=C1SC(CC(=O)Nc2ccccc2F)C(=O)N1/N=C/c1ccc(O)c(OC)c1 (stereo unspecified)
→ 106.0	0.3
- COCCCNC(=O)c1ccc2c(c1)N(Cc1ccccc1)C(=O)c1ccccc1S2
→ 110.0	0.3
- Cc1ccc(NC(=O)c2ccc3c(O)c(S(=O)(=O)c4ccc(Cl)cc4)c(=O)[nH]c3c2)cc1
→ 107.0	0.1
- Cc1cccn2c(=O)cc(CSc3nnc(NC(=O)C(C)C)s3)nc12
→ 106.0	0.1
- CCN(CC)S(=O)(=O)c1ccc(NC(=O)c2ccccc2)cc1
→ 103.0	0.6
- CCc1ccc(NC(=O)c2cc3c(s2)-c2ccccc2S(=O)(=O)C3)cc1
→ 104.0	0.4
- CCOC(=O)c1cn(CC2CC2)c2cc(F)c(F)cc2c1=O
→ 103.0	0.5
- O=C(Nc1cnn(C23CC4CC(CC(C4)C2)C3)c1)c1cc(-c2ccccc2)on1
→ 100.0	-0.5
- O=C(O)CCc1nc(=S)[nH][nH]1
→ 104.0	0.2
- C(=N\n1cnnc1)/c1ccccc1
→ 100.0	-0.5
- CC1CCc2[nH]c3ccc(C(=O)O)cc3c2C1 (stereo unspecified)
→ 101.0	-0.2
- O=C(CSc1ncccc1C(=O)OCCN1C(=O)c2ccccc2C1=O)Nc1ccc2c(c1)OCO2
→ 100.0	-0.2
- CC(C)(C)CC(=O)NCc1ccc(S(N)(=O)=O)cc1
→ 102.0	-0.3
- O=C(c1cc2c(s1)-c1ccccc1OC2)N(Cc1ccco1)C1CCCCC1
→ 101.0	0
- O=c1cc(CCl)c2cc3c(cc2o1)CCC3
→ 105.0	0.8
- CC(C)CC1(C)NC(=O)N(CC(=O)c2ccc(Cl)s2)C1=O (stereo unspecified)
→ 116.0	1.9
- O=C(OCc1ccc2ccccc2c1)c1ccco1
→ 100.0	-0.1
- CCOc1ccc(NC(=O)Cc2ccc(-n3c(C)nc4cccnc43)cc2)cc1
→ 112.0	0.8
- CCCCNC(=O)C1CCCN(S(=O)(=O)CCC)C1 (stereo unspecified)
→ 108.0	-0.5
- COc1ccc(N=Cc2ccc(N(C)CCC#N)cc2)cc1
→ 104.0	0.3
- CCOc1cccc(CNCCCSc2nnnn2C)c1
→ 100.0	-1.4
- CCn1c2ccccc2c2cc(C#N)ccc21
→ 100.0	0.1
- COc1cccc(C(=O)Nc2ccc(Cl)c(-c3nc4ccccc4[nH]3)c2)c1
→ 114.0	0.5
- CCCCN(C)C(=O)c1[nH]c2ccccc2c1Sc1ccc(Cl)cc1
→ 102.0	-0.4
- COc1ccccc1NC(=O)CN1C(=O)C2(SCC(=O)N2c2ccc(C)c(C)c2)c2ccccc21 (stereo unspecified)
→ 106.0	0.2
- C=CCn1c(C)cc(C(=O)COC(=O)c2cncc(Br)c2)c1C
→ 106.0	0.5
- Cc1cccc(NC(=O)CCS(=O)(=O)c2cc(Br)cc3c2N(C(=O)C2CC2)CC3)c1C
→ 106.0	0.2
- COc1cccc(NC(=O)C(CCSC)NC(=O)C2CCC(C)CC2)c1 (stereo unspecified)
→ 107.0	0.8
- N#Cc1cnoc1N1CCCc2ccccc21
→ 101.0	-0.3
- Cc1cc(N2CC(C)CC(C)C2)n2c(nc3ccccc32)c1C#N (stereo unspecified)
→ 102.0	0.1
- O=C(/C=c1/[nH]c(=O)/c(=C/c2ccccc2C(F)(F)F)s1)c1ccco1
→ 112.0	1.4
- O=C(NC(=S)Nc1cccc(O)c1)c1ccccc1
→ 91.0	-1.2
- COc1ccc(CN2COc3ccc4c(-c5ccccc5)cc(=O)oc4c3C2)cc1
→ 112.0	1.1
- COC(=O)C1CCN(C(=O)COc2ccccc2)CC1
→ 99.0	-0.4

(more compounds)
Each structure is followed by: Polio RdRp inh	Polio RdRp inh FP z-score
- CCOC(=O)c1cc(-c2ccc(F)cc2)n(CC(=O)N2CCc3ccccc3C2)c1C
→ 101.0	-0.4
- CCn1c(=O)cc(OCC(=O)NC2CCCC2)c2ccccc21
→ 103.0	0.6
- Cc1ccc2c(c1)c1c(c(=O)n(-c3ccccc3C)c(=O)n1Cc1ccccc1F)n2C
→ 114.0	1.4
- O=C(CN1CCCC1)N1CCN(C(=O)c2ccccc2)C1
→ 100.0	-0.8
- Cc1nc2ccc(-c3nc4ccc(NC(=O)c5cccs5)cc4[nH]3)cc2[nH]1
→ 104.0	0.7
- O=C(/C=C/c1ccco1)OC1CCOC1=O (stereo unspecified)
→ 106.0	0.3
- COc1ccc(NC(=O)CSc2nc3ccccc3nc2Cc2ccc(C)cc2)cc1Cl
→ 104.0	-0.4
- CC(C)CC(NC(=O)C1CCC(C)CC1)C(=O)OCC(=O)c1ccc(Cl)cc1 (stereo unspecified)
→ 107.0	-0.6
- COc1cc2c(cc1OC)C1=C(C#N)CCC(=O)N1CC2
→ 102.0	0.2
- Cc1ccc(C)c2[nH]c(=O)c(C3NC(=O)c4ccccc4N3)cc12 (stereo unspecified)
→ 101.0	-0.2
- O=C(NC(=O)c1csnn1)Nc1ccc(F)c(Cl)c1
→ 100.0	-0.9
- CC(Sc1ccccc1)C(=O)O (stereo unspecified)
→ 101.0	0
- Cc1noc(C)c1/C=N/NC(=S)Nc1ccc(SC(F)F)cc1
→ 100.0	-0.1
- COc1ccc(NC(=O)C(C)N2Cc3ccccc3C2=O)cc1OC (stereo unspecified)
→ 110.0	0.6
- Cc1cc(=O)n2c([nH]c3ccccc32)c1C(=O)O
→ 99.0	-0.8
- CN(C)c1cccc(C(=O)OCC(=O)N(C)c2ccccc2)c1
→ 102.0	0.4
- O=C(OCc1ccc(Br)cc1)c1ccc(Br)o1
→ 104.0	1.1
- COc1cccc(-c2nn(C)c3sc(C(=O)N4CCCc5ccccc54)cc23)c1
→ 102.0	0.1
- CCOC(=O)c1ccccc1NC(=O)c1sc2ccccc2c1Cl
→ 107.0	0.5
- CCOC(=O)c1c(/N=C/C2C(=O)NC(=O)NC2=O)sc2c1CCCCC2
→ 119.0	3.3
- Cc1sc2c(c1C)C(O)=C(C(=O)Nc1ccc(Cl)cc1)S(=O)(=O)N2C
→ 105.0	0
- C=CCn1cnc2c(NCc3ccccc3)ncnc21
→ 101.0	-0.1
- Cc1ccccc1NC(=O)c1c(C)oc2ccc(O)c(CN3CCCCCC3)c12
→ 103.0	-0.8
- CCc1ccc(NC(=O)c2sc3nc(C)cc(C)c3c2NC(=O)c2ccccc2)cc1
→ 108.0	0.8
- O=C(Cc1cccc2ccccc12)Nc1ccc(I)cc1
→ 103.0	0.1
- CC(=O)Nc1ccccc1-c1nc2ccccc2n(CC(=O)Nc2cccc(C(F)(F)F)c2)c1=O
→ 104.0	-0.5
- CCc1ccc2oc(-c3ccc(NC(=O)c4cc5ccccc5o4)cc3)nc2c1
→ 106.0	0.2
- N#C/C(=C\c1ccsc1)S(=O)(=O)c1ccc(C(F)(F)F)cn1
→ 106.0	0.5
- Fc1ccc(Cn2cccc2C2=NC(c3ccccc3)CO2)cc1 (stereo unspecified)
→ 102.0	0
- O=C(O)C1=CSCCO1
→ 101.0	0.1

Later entries
mol | Polio RdRp inh | Polio RdRp inh FP z-score
NNC(=O)c1csc(COc2ccccc2Cl)n1 | 100.0 | -0.4
CC(=O)N1CCN(C(=O)C2C3CC4CC(C3)CC2C4)CC1 (stereo unspecified) | 100.0 | -0.3
CCOC(=O)N1CCc2c(sc(NCc3ccc(N(C)C)cc3)c2C(=O)Nc2ccccc2OCC)C1 | 112.0 | 1.3
COC(=O)Cc1coc2cc(C)c(Cl)cc12 | 100.0 | -0.7
CCOC(=O)c1ccc2[nH]cc(C(=O)OCC)c(=O)c2c1 | 106.0 | 1.2
Cc1cccc(NC2=NCCCS2)c1 | 103.0 | 0.2
Cc1ccc(C(=O)c2cnc3cc4c(cc3c2N2CCCCC2)OCO4)cc1 | 100.0 | -0.7
Cc1ccc(NS(=O)(=O)c2ccc3[nH]c4c(c3c2)CCCCCC4)cc1 | 110.0 | 0.6
O=C(Nc1cc(C(F)(F)F)ccc1N1CCc2ccccc2C1)c1ccccc1 | 102.0 | -0.2
Cc1ccc2c(c1)c(=O)c1ccccc1n2CCCC(=O)Nc1ccc(F)cc1F | 105.0 | 0
CSc1ccc2nnc(CCNC(=O)c3ccccc3)n2n1 | 105.0 | 1.1
COc1ccc(CNC(=O)C2=Cc3sc(C)c(C)c3CS2)cc1 | 103.0 | 0.4
O=C(CN1CCN(Cc2ccccc2)CC1)NCCN1C(=O)S/C(=C\c2ccccc2Cl)C1=O | 105.0 | 0.3
NC(=O)c1ccccc1N=c1cc(-c2ccccc2)oc2ccc(Cl)cc12 | 101.0 | -0.2
Cc1ccc(C)c(N2CCN(C(=O)C3CCCN(S(=O)(=O)c4cccc5nsnc45)C3)CC2)c1 (stereo unspecified) | 107.0 | -0.2
COc1ccccc1CNC(=O)CN(c1ccccc1)C(C)C | 95.0 | -0.7
CCOC(=O)c1noc2nc(C)n(CC(=O)Nc3ccc(Br)cc3C)c(=O)c12 | 104.0 | -0.7
COc1ccc(S(=O)(=O)N2CCN(Cc3ccc4c(c3)OCO4)CC2)cc1OC | 103.0 | 0
CCOC(=O)c1c(C)n(C2CCCCC2)c2ccc(O)cc12 | 107.0 | 0.4
CC1(C)CC2(CCO1)Cc1ccccc1C2=O (stereo unspecified) | 103.0 | 0.1
O=C(Cc1c[nH]c2ccccc12)NCC(c1ccco1)N1CCCCC1 (stereo unspecified) | 104.0 | 0.1
Cc1ccc(S(=O)(=O)N2CCOCC2)cc1C(=O)NCC1CCCCC1 | 107.0 | 0.6
O=C(Oc1ccc(OC(=O)c2ccccc2)cc1)c1ccccc1 | 99.0 | -0.4
O=C(Nc1ccc(N2CCOCC2)cc1Cl)C1CCN(C(=O)OCc2ccccc2)CC1 | 99.0 | -0.8

Shown field by field: four of the compounds above.
Cc1ccc(C(=O)c2cnc3cc4c(cc3c2N2CCCCC2)OCO4)cc1
- Polio RdRp inh: 100.0
- Polio RdRp inh FP z-score: -0.7
Cc1ccc(NS(=O)(=O)c2ccc3[nH]c4c(c3c2)CCCCCC4)cc1
- Polio RdRp inh: 110.0
- Polio RdRp inh FP z-score: 0.6
O=C(Nc1cc(C(F)(F)F)ccc1N1CCc2ccccc2C1)c1ccccc1
- Polio RdRp inh: 102.0
- Polio RdRp inh FP z-score: -0.2
Cc1ccc2c(c1)c(=O)c1ccccc1n2CCCC(=O)Nc1ccc(F)cc1F
- Polio RdRp inh: 105.0
- Polio RdRp inh FP z-score: 0
